Mm-Cpn inhibitor – inhibitors of Methanococcus maripaludis chaperonin (MmCpn). purified Mm-Cpn ATPase, ADP Transcreener TR-FRET. Potency, µM (titrated, usually from 76.9 µM), without a hit: top-dose activity, negative = inhibition, usual class: inhibitors. actives 0.031% (n = 330,000); note: potency is the fitted concentration of half-maximal effect; % is set by controls: 0 for no effect and ±100 for the full control effect; nearly all actives have a fitted effect of over 80% in size
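Quantitative HTS used 25 nM Mm-CPN and 10 uM ATP in magnesium/KCl Tris buffer, pH 7.4, with 1 mM DTT. Hydrolysis ran 30 min at 37°C; ADP was read by HTRF.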
GLP1R inv ag – GLP-1 receptor (human) inverse agonism. P43220. actives 1.6% (n = 410,000). AID 624417. HEK293 GLP-1R CRE-luciferase, luminescence, 24 h; GLP-1R form is constitutively active. Potency, µM (highest dose often 38.3 µM), without a hit: at the top dose activity change, negative = inhibition, actives largely listed as inhibitors; note: potency is the fitted concentration of half-maximal effect; % is set by controls: 0 for no effect and ±100 for the full control effect; nearly all actives have a fitted effect of over 55% in size
Target sequence (P43220 whole entry, looked up): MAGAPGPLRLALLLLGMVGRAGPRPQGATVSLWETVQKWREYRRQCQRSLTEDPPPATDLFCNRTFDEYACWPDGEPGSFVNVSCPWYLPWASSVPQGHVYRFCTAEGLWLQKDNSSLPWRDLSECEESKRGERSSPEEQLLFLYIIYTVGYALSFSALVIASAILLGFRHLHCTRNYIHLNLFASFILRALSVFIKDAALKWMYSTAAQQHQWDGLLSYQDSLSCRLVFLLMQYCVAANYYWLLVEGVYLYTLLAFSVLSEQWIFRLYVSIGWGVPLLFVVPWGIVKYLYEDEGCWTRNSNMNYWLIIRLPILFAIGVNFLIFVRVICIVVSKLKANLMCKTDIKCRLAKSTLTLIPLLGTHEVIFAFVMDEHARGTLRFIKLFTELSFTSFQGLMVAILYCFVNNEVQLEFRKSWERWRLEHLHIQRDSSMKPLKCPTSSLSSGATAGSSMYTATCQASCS
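Assay principle: reduced luminescence from a cAMP-responsive reporter in HEK293 cells co-expressing a constitutively active GLP-1R. Conditions: 24 hr compound incubation, 37 deg C, 5% CO2.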
PTHR1 agonist – agonists of human PTHR1 parathyroid hormone receptor; actives 0.075% (n = 410,000); AID 743266; Potency, µM (doses to about 115 µM), without a hit: at the top dose activation, usual class: activators; HEK293 GP2 PTHR1 cells, GloSensor cAMP luminescence, 1 h; Q03431; note: potency is the fitted concentration of half-maximal effect; nearly all actives have a fitted effect of over 55% in size; some results filed as inactive show a strong effect at the top dose; inactives centre near -15; many of its hits are not listed in these tables
Target sequence (Q03431 whole entry, looked up): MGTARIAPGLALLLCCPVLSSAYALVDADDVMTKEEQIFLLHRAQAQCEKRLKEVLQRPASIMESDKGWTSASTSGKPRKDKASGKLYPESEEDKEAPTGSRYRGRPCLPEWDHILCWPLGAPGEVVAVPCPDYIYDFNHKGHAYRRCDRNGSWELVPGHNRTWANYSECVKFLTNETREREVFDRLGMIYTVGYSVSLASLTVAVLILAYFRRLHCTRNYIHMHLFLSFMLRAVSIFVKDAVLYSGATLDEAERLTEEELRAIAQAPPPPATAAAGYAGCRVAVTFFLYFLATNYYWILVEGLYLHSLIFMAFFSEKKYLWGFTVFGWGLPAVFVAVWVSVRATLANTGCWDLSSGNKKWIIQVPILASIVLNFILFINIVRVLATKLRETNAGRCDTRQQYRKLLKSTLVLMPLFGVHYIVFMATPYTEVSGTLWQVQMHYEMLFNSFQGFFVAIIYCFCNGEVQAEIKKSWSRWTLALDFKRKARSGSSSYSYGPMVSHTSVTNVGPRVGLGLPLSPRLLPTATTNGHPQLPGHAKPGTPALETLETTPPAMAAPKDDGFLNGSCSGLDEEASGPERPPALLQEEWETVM
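HEK-293-derived GP2 cells expressing PTHR1 and a GloSensor cAMP reporter, 3,000/well, plated overnight, given luciferin plus IBMX (each 0.5 mM as added) for 1 h at 37 °C, then compound for 1 h at 37 °C. Luminescence was read after 15 min at room temperature.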
pAkt inh – Akt phosphorylation inhibition; actives 0.32% (n = 360,000); Neuro2A IGF-stimulated pAkt S473 HTRF, 20 min; active compounds read low; activity change, % for hits at 50 µM; in the data active = activity change below about -80%; inconclusive = mostly about -51% to -80%; note: % is set by controls: 0 for no effect and ±100 for the full control effect
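Neuro2A cells (4,500/well, DMEM with 0.5% FBS) were treated with compound at a single 50 µM final concentration, stimulated with 6 nM IGF for 20 min at 37 °C, and lysed. Phospho-Akt Ser473 was read by HTRF as 665/615 ratio ×10^4.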
aSyn yeast inh – alpha-synuclein toxicity inhibition in yeast | Yeast expressing alpha-synuclein, growth rescue, BacTiter-Glo, 24 h | Potency, µM (series often up to 46.1 µM), without a hit: at the highest dose growth rescue (activation), most hits filed as activators | actives 0.14% (n = 370,000); note: potency is the fitted concentration of half-maximal effect; % of control where 0% means no effect; nearly all actives have a fitted effect of over 65% in size
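Rescue of yeast growth: cells expressing toxic alpha-synuclein, induced in galactose at OD600 0.02, incubated with compound 24 h at 30 C. ATP luminescence quantified growth; inhibitors of toxicity appear as activators.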
GLP1R cytotox – cytotoxicity in counter-screen for GLP-1R inverse agonists; HEK293 cAMP-luciferase reporter cells, luminescence, 24 h; Potency, µM (series often up to 38.3 µM), inactives show at the top dose activity change, negative = inhibition, usual class: inhibitors; actives 0.13% (n = 410,000);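 note: loss of luciferase light is scored as toxicity; potency is the fitted concentration of half-maximal effect; % is set by controls: 0 for no effect and ±100 for the full control effect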
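To flag toxic compounds, the library was rerun on cells for 24 hr at 37 deg C and 5% CO2. Viability-linked luminescence was captured 12 min after adding luciferase detection reagent.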
Abeta rescue – compounds reversing amyloid beta toxicity in yeast | Potency, µM (titrated, usually from 46.1 µM), without a hit: at the top dose growth rescue, most hits filed as activators | yeast expressing A-beta42, growth rescue, OD600, 48 h; response scale: 0% DMSO, 100% iron-clioquinol control | actives 0.063% (n = 410,000); note: potency is the fitted concentration of half-maximal effect; nearly all actives have a fitted effect of over 55% in size
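Growth rescue measured by 600 nm absorbance after 48 h yeast culture at 30 C with compound. Values normalized between DMSO and an equimolar ferric chloride plus clioquinol control.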
TDP-43 yeast inh – inhibitors of TDP-43 toxicity in yeast | Potency, µM (series often up to 46.1 µM), without a hit: top-dose growth rescue (activation), most hits filed as activators | TDP-43 expressing yeast growth rescue, BacTiter-Glo, 24 h | actives 1.8% (n = 410,000); note: potency is the fitted concentration of half-maximal effect; % of control where 0% means no effect; nearly all actives have a fitted effect of over 50% in size
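Readout is BacTiter-Glo luminescence of cell growth, so inhibitors register as activators. TDP-43-expressing yeast at OD600=0.02 in galactose medium, after raffinose pregrowth to mid-log, were incubated with compound for 24 hr at 30 deg C.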
FUS yeast rescue – suppressors of FUS proteinopathy in yeast; S. cerevisiae FUS-expressing, growth rescue, OD600, 24 h; Potency, µM (highest dose often 76.6 µM), for the others: at the top dose growth rescue (activation), most hits filed as activators; actives 0.24% (n = 390,000);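 note: potency is the fitted concentration of half-maximal effect; plate controls were DMSO vehicle for no effect and reference control for full effect; nearly all actives have a fitted effect of over 55% in size; some results filed as inactive show a strong effect at the top dose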
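Absorbance at 600 nm, taken 24hr after compound addition, measured rescue of FUS-yeast growth at 30C. Induction used 2% galactose with seeding at OD 0.005. Controls: CP55940 from 92uM final, DMSO only.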
* hit, by the source's call; i = inactive; u = inconclusive; x = no result given; & = joins results of further samples; [ ] = dose if it differs, or a comment. Unless noted, calls come from the whole dose curve; as a rule, active = well fitted curve in the direction sought with a large enough effect; inconclusive = small, poorly fitted or top-dose-only effect, or another doubt; inactive = no such curve, though single readings can be large; an effect the other way counts as inactive or inconclusive. These rows are one share of the data (hit frequency here may not be typical).

SMILES	Mm-Cpn inhibitor	GLP1R inv ag	PTHR1 agonist	pAkt inh	aSyn yeast inh	GLP1R cytotox	Abeta rescue	TDP-43 yeast inh	FUS yeast rescue
Cc1cccc(OP(=O)(NCc2ccccc2)Oc2cccc(C)c2)c1	1%	u	-46%[inhibitor]	i	u	2%[1.53 µM]	-8%	u	34%
COc1ccc(Br)cc1CNCCc1ccc2c(c1)OCO2	x	u	i	i	-2%	9%	-4%	-25%	14%
COc1ccc(-n2c(/C=C3\C(=O)Nc4ccccc43)nc3ccccc3c2=O)cc1	0%	-9%	-26%	i	2%	-1%	11%	-13%	-3%
O=C(CCc1nc(C2=CCN(Cc3cccc(Cl)c3)CC2)no1)Nc1ccccc1F	x	0%	-30%[inhibitor]	x	x	-14%	-16%	-1%	15%
O=C(NCCCn1ccnc1)C(Cl)(Cl)Cl	1%	8%	i	i	0%	-5%	-9%	7%	-26%
CC(C)Oc1ccc(NC(=O)c2cc3ccccc3o2)cc1	x	u	-59%	x	x	-8%	-34%	-11%	-34%[inhibitor]
CC(C)c1ccc(N=Cc2c(O)n(C3CC3)c(=S)[nH]c2=O)cc1	-10%	-4%	i	i	-3%	7%	1%	-21%	16%
C=CCn1cc(C=C2C(=O)N(C)C(=O)N(C)C2=O)c2ccccc21	-4%	-25%	i	i	6%	-6%	8%	-3%	10%
CC(=O)N1CCCSC1=Nc1ccccc1	-1%	5%	i	i	-7%	5%	-14%	20%	-5%
O=c1c2ccccc2nc(/C=C/c2ccc(O)cc2)n1-c1ccc(O)cc1	-3%	-24%	-45%[inhibitor]	i	-4%	93%[activator]	-4%	4%	-6%

In the list so far, these have a Cl atom:
SMILES	Mm-Cpn inhibitor	GLP1R inv ag	PTHR1 agonist	pAkt inh	aSyn yeast inh	GLP1R cytotox	Abeta rescue	TDP-43 yeast inh	FUS yeast rescue
O=C(CCc1nc(C2=CCN(Cc3cccc(Cl)c3)CC2)no1)Nc1ccccc1F	x	0%	-30%[inhibitor]	x	x	-14%	-16%	-1%	15%
O=C(NCCCn1ccnc1)C(Cl)(Cl)Cl	1%	8%	i	i	0%	-5%	-9%	7%	-26%

(continued)
SMILES	Mm-Cpn inhibitor	GLP1R inv ag	PTHR1 agonist	pAkt inh	aSyn yeast inh	GLP1R cytotox	Abeta rescue	TDP-43 yeast inh	FUS yeast rescue
O=c1cc(CN2CC=C(c3ccccc3)CC2)c2c(ccc3ccccc32)o1	0%	-16%	-26%	i	3%	-11%	14%	-23%[0.397 µM]	30%
Cc1[nH]c2ccccc2c1C(O)CN1CCN(c2cccc(C(F)(F)F)c2)CC1 (stereo unspecified)	-3%	u	-21%[57.5 µM]	i	1%	u	-1%	1%	-7%
COc1cc(OC)cc(C(=O)Nc2ccc(Br)cc2C(=O)c2ccccc2)c1	2%	13%	-10%	i	-4%	-1%	5%	5%	-10%
C=COCCn1c(C)c(C(C)=O)c2cc(O)ccc21	5%	4%	-2%	i	0%	2%	-5%	15%	2%
O=C(COc1ccc2ccc(=O)oc2c1)N1C[C@H]2C[C@@H](C1)c1cccc(=O)n1C2	0%	3%	-12%	i	2%	-2%	19%	0%	-2%
Cc1ccccc1N1CCN(Cc2ccc3c(c2)OCO3)CC1	0%	u	i	i	1%	-1%	-13%	-3%	3%
COC(=O)C1=CN(c2ccc(C(C)(C)C)cc2)C(N)=C(C#N)C1c1cccc([N+](=O)[O-])c1 (stereo unspecified)	x	u	-47%[inhibitor]	i	1%	5%	-9%	5%	u
O=S(=O)(c1cc(Cl)cc(Cl)c1)N1Cc2cc(-c3ccccc3)ccc2-n2nncc2C1	x	18%	-24%	i	-3%	-2%	-14%	15%	-22%
CC(CNC(=O)c1ccc(CSc2nc3ccncc3n2Cc2ccc(F)cc2)cc1)c1ccccc1 (stereo unspecified)	x	u	-16%	x	x	0%	-4%	12%	26%
C=C[C@H]1CN2CC[C@H]1C[C@@H]2[C@@H](O)c1ccnc2ccccc12	-1%	-15%	-18%	i	4%	-3%	-20%	3%	-41%

The list goes on.
SMILES	Mm-Cpn inhibitor	GLP1R inv ag	PTHR1 agonist	pAkt inh	aSyn yeast inh	GLP1R cytotox	Abeta rescue	TDP-43 yeast inh	FUS yeast rescue
COc1ccccc1C(=O)Nc1ccc2nc(SCC(=O)N(C)c3ccccc3)sc2c1	x	10%	-40%[inhibitor]	x	x	6%	-7%	21%	5%
CCCCSP1(=S)NCCCO1 (stereo unspecified)	0%	0%	-2%[57.5 µM]	i	0%	1%	-5%	12%	-11%
O=C(c1ccco1)c1cn(Cc2ccccc2)c2ccccc12	u	u	i	-87%*	5%	47%[activator]	22%	22µM*	-2%
Cc1cc(OCC(=O)N2CCC(C(=O)O)CC2)c2c3c(c(=O)oc2c1)CCC3	1%	7%	11%	i	-6%	15%	-14%	21%	-10%
Cc1ccc(-n2c(=O)[nH]c3ccc(Br)cc3c2=O)cc1	x	-20%	-20%	x	x	-4%	-1%	0%	-11%
CCOC(=O)c1c(C)n(Cc2ccccc2)c2ccc(OCC(O)CN3C(=O)CNC3=O)cc12 (stereo unspecified)	-1%	-22%	-11%[57.5 µM]	i	-1%	-27%	14%	-5%	33%
NC(=S)N/N=C/c1coc2ccccc2c1=O	-1%	1%	-4%	i	-4%	-18%	-22%	15%	-10%
Cc1ccc(CN2CCN(Cc3ccccc3F)CC2)cc1	0%	u	-18%	i	8%	-12%	8%	-6%	-3%
COc1ccc(C(=O)C2CCCN(CCO)C2)c(C)c1 (stereo unspecified)	1%	-14%	i	i	0%	3%	-4%	-12%	-1%
Cc1cccc(-n2c(/C=C/c3c(C)[nH]c4ccccc34)nc3ccccc3c2=O)c1	x	18%	i	x	x	1%	-3%	0%	6%

New compounds follow
SMILES	Mm-Cpn inhibitor	GLP1R inv ag	PTHR1 agonist	pAkt inh	aSyn yeast inh	GLP1R cytotox	Abeta rescue	TDP-43 yeast inh	FUS yeast rescue
CC12CCC3c4ccc(O)c([N+](=O)[O-])c4CCC3C1CCC2=O (stereo unspecified)	x	34%[activator]	-39%[inhibitor]	i	4%	-16%	13%	u	-22%
O=C1CN=C(c2ccccc2)c2c(sc3c2CCCC3)N1	-1%	u	-24%	i	5%	-12%	-4%	u	-16%
CC12CN3CN(C1)CC(c1ccccc1)(C3)C2=O	-3%	2%	13%[57.5 µM]	i	-4%	-3%	12%	5%	-3%
CCOC(=O)[C@]12Cc3cc(C)ccc3[C@H]1N(C(C)C)C(=O)c1ccccc12	x	u	-92%[inhibitor]	i	-65%[inhibitor]	u	-66%[inhibitor]	-86%[inhibitor]	3%
CCN(CC)P(=O)(c1nccn1C)N(CC)CC	3%	6%	-17%	i	1%	-7%	10%	2%	-15%
c1ccc(CCc2ccc3n2Cc2cnnn2-c2ccccc2-3)cc1	x	11µM*	-26%	i	-3%	-1%	-18%	u	37%
O=[N+]([O-])c1cccnc1N1CCCNCC1	-2%	u	-3%	i	3%	-20%	-4%	-7%	4%
Cc1cc(C)cc(NC(=S)NC2CC3CCCC(C2)N3Cc2cccs2)c1 (stereo unspecified)	1%	u	-4%[57.5 µM]	i	8%	u	7%	-13%	10%
Cn1c(=O)c2c(nc(N/N=C/c3c(O)n(-c4ccccc4)c(=S)[nH]c3=O)n2C)n(C)c1=O	0%	8%	i	i	-2%	4%[1.53 µM]	1%	14%	6%
Cc1ccc(N2C(=O)/C(=C/c3ccc(CN(CCC#N)S(C)(=O)=O)o3)C(=O)NC2=S)cc1	0%	0%	-34%	i	-6%	25%	0%	-7%	x

Further entries
SMILES	Mm-Cpn inhibitor	GLP1R inv ag	PTHR1 agonist	pAkt inh	aSyn yeast inh	GLP1R cytotox	Abeta rescue	TDP-43 yeast inh	FUS yeast rescue
CN1CCN(C(=O)COc2ccc(N(C)S(=O)(=O)c3ccc(F)cc3)cc2)CC1	2%	-33%	i	i	-11%	17%	-24%	-22%	u
COc1ccc(NCc2nc3ccccc3n2CCOc2ccc(C)cc2)cc1	0%	u	-2%&-33%	i	23%	u	u	u	u
COc1cccc(NP(=O)(Oc2ccccc2)Oc2ccccc2)c1	0%	5µM*	-35%[inhibitor]	i	u	11%	8%	3%	x
CCN(CC)C(=O)c1ccc(NC(=O)COc2ccccc2F)cc1	-1%	-24%	-75%[inhibitor]	i	4%	-20%	-10%	12%	21%
CC(=O)N1c2ccc(S(=O)(=O)NCC3CCC(C(=O)Nc4cc(C)cc(C)c4)CC3)cc2CC1C (stereo unspecified)	x	u	i	x	x	-14%	-9%	-4%	u
C=C1C(=O)O[C@@H]2C[C@@H](C)[C@@H]3C4OC4C(=O)[C@@]3(C)[C@@H](O)[C@H]12 (stereo partly specified)	-2%	u	-30%	i	10%	u	-11%	-4%	-17%
Cc1[nH]c(=S)c(C#N)c2c1CCCC2	0%	38%[activator]	-11%	i	13%	-5%	-7%	-14%[9.22 µM]	30%
COc1ccc(CC2(CCc3ccncc3)C(=O)NC(=O)NC2=O)cc1OC	-2%	9%	-2%	i	3%	7%	-2%	10%	-33%
COC1CC(C)C(OC)c2cc(O)cc(c2O)NC(=O)C(C)=CC=CC(C)C(OC(N)=O)C(C)=CC(C)C1OC (stereo unspecified)	x	u	-15%	i	0%	-12%	7%	24%	x
Cc1csc(NC(=O)C(Cl)c2ccccc2)n1 (stereo unspecified) (tested in a mixture with another compound)	x	0%	-68%[inhibitor]	i	-4%	-2%	u	u	-13%
CCOc1cc2c(cc1OCC)-n1cccc1C(c1ccc(C(C)C)cc1)NC2 (stereo unspecified)	-7%	u	i	i	1%	u	9%	-3%	-3%
